TWEAK-Fn14 inh: inhibitors of TWEAK-Fn14 signaling, primary screen, luciferase reporter cells, uHTS; AID 1159606, 2016; hit rate 2% among 360,000; inhibition, % at 10 µM; TWEAK-stimulated Fn14 reporter cells, luciferase luminescence, 8 h; in the data active = inhibition above about 50%
HIF-2a block: HIF-2a reporter inhibitors, primary screen, luminescence, 786-0 RCC cells. 786-0 RCC cells HIF-2a reporter, luciferase luminescence, overnight. inhibition, % at 18.8 µM. hit rate 0.72% among 360,000. AID 624352, 2012;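 active = inhibition of the luminescence signal of 40% or more relative to plate controls, in a single-dose primary screen at 18.75 µM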
CF NFkB inh: inhibitors of PAF-induced NF-kB signaling, primary screen, cell-based, GFP fluorescence, uHTS. KKLEB NF-kB-GFP reporter, GFP fluorescence overnight. AID 588850, 2011. hit rate 0.86% among 360,000. inhibition, % at 5 µM;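 active = at least 50% inhibition at 5 µM, scaled per plate between neutral and stimulator controls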;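 note: PAF is a Pseudomonas aeruginosa culture filtrate used as stimulus; plate controls were PAF-stimulated DMSO wells for no effect and unstimulated DMSO wells for full effect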
aDG glyco act: activators of alpha-DG glycosylation, primary screen, uHTS, Pro5-aDG cells, AlphaScreen; alpha-DG glycosylation AlphaScreen (IIH6); 0% Pro5, 100% B10-LARGE cell signal; activation, % at 10 µM; hit rate 0.22% among 360,000; AID 624168, 2012;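 active = activation of at least 8% versus controls, or a plate z-score of at least 8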;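 note: Pro5 are CHO cells carrying HIG-tagged alpha-DG that lacks glycosylation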
NR2E3 ag-1: NR2E3 agonists in two-hybrid cells, primary screen, cell-based, luminescence, CHO-S, Gal4-NCOR/VP16-NR2E3; Photoreceptor-specific nuclear receptor (Homo sapiens), Q9Y5X4; luciferase; inhibition of corepressor binding, % at 3.98 µM; hit rate 0.35% among 360,000; AID 602229, 2012;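 active = inhibition above the mean of all tested compounds plus 3 SD, cut at about 70% in these data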;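 note: 0% = DMSO with NR2E3 transfected cells and 100% = cells lacking NR2E3 construct; higher means lower luciferase signal from less NR2E3 corepressor binding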
Target sequence (Q9Y5X4 whole entry, looked up, the tested form may be a part): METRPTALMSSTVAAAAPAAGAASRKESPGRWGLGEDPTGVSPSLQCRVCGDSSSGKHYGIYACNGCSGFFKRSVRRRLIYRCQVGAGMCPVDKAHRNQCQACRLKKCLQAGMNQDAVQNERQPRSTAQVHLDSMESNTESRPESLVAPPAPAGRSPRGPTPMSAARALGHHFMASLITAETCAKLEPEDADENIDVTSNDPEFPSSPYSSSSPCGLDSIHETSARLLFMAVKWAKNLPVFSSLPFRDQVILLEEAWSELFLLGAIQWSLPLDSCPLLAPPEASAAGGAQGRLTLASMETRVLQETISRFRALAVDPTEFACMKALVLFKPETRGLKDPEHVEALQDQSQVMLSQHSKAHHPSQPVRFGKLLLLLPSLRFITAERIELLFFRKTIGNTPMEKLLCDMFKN
KKLEB cytotox: cytotoxicity in KKLEB CF airway cells, primary screen, cytotoxicity control for CF NF-kB inhibitor project, cell-based, uHTS, fluorescence assay plates; KKLEB CF airway cells viability, ATPlite luminescence, overnight; stronger effect = lower value; cells stimulated with P. aeruginosa culture filtrate; activity change (cytotoxicity), % at 5 µM; hit rate 0.36% among 360,000; AID 602141, 2011;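 active = corrected activity change at or below -50% at 5 µM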
Peg3 prom inh: Peg3 promoter-driven luciferase inhibitors, primary screen, cell-based, HeLa, luciferase luminescence; HeLa PEG-Prom luciferase reporter, overnight; inhibition, % at 20 µM; hit rate 1.7% among 360,000; AID 588405, 2011;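 active = inhibition of at least 50% at 20 µM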
Shn3 3UTR inh: reduction of Shn3 3'UTR firefly luciferase signal, primary screen, Schnurri-3 inhibitor project, cell-based, Clone20 osteoblasts, set 2. Clone20 osteoblast Shn3 3'UTR firefly luciferase, 24 h. inhibition, % at 12.5 µM. hit rate 0.52% among 360,000;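 active = mean inhibition of at least 75% with every replicate also reaching 75%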;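 note: 0% = median of neutral control wells and 100% = pilot-screen positive control compound; some compounds past the cut are filed as inactive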
MITF TRPM1 inh: inhibitors of MITF-dependent TRPM1 promoter reporter, primary screen, cell-based, SK-MEL-5, single point, luciferase. SK-MEL-5 TRPM1 promoter luciferase, 24 h. inhibition, % at 12.5 µM. hit rate 0.83% among 330,000. AID 488899, 2010;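 active = mean inhibition across replicates of 60% or more, whatever share of single replicates reaches that level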; note: values of inactives mirror those of a sister screen read the other way
iPSC survival up: enhancers of single-cell hiPSC survival, primary screen, ATPlite luminescence; hit rate 0.044% among 360,000; 100% = ROCK inhibitor wells, 0% = DMSO; survival enhancement, % at 20 µM; AID 602274, 2012; in the data active = survival enhancement above about 18%;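 note: cells exposed to compounds for 16 hours before the ATP read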
NR2E3 ag-2: inhibitors of NR2E3-RetCOR corepressor binding, primary screen, NR2E3 agonist project, biochemical, TR-FRET, GST-NR2E3, biotin-RetCOR; Photoreceptor-specific nuclear receptor (Homo sapiens), Q9Y5X4; 1536-well; inhibition of corepressor binding, % at 4.78 µM; hit rate 0.12% among 320,000; AID 2300, 2010;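 active = percent inhibition above the cutoff of mean plus 3 SD of all tested compounds, set per screening campaign, cut at about 20% in these data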;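 note: 0% = DMSO wells and 100% = biotin wells as full block of FRET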
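Test system: GST-NR2E3 and biotin-RetCOR proteins | Quantity: 1.35 nM GST-tagged NR2E3 final | Medium: Tris pH 7.5 | Also added: 7 nM biotin-RetCOR | Dosing: Compound at 4.8 µM, single dose | Timing: 5 h at 4 °C | Detection: Time-resolved FRET | Read-out basis: Percent inhibition | Benchmarks: Biotin wells as high control, 0.6% DMSO wells as low control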
* hit, by the source's call; nt = not tested or not shown. Compounds as they come (roughly 4.4% active in at least one column).

Structure | TWEAK-Fn14 inh | HIF-2a block | CF NFkB inh | aDG glyco act | NR2E3 ag-1 | KKLEB cytotox | Peg3 prom inh | Shn3 3UTR inh | MITF TRPM1 inh | iPSC survival up | NR2E3 ag-2
CC(C)(C)OC(=O)N(Cc1ccccc1)Cc1ccccc1OCc1ccc(NC(=O)C2CCC2)cc1 | -19 | -21 | 20 | 0.1 | -36 | -4 | 5 | 15 | -12 | 0.3 | nt
O=C(CSc1ncn[nH]1)Nc1ccccc1C(=O)O | 8 | 8 | 10 | 0.7 | -6 | 7 | 3 | -32 | -3 | -1.9 | -1
CCOC(=O)C(NC(C)=O)(Nc1ccc(S(=O)(=O)Nc2cc(C)on2)cc1)C(F)(F)F (stereo not given) | -11 | 14 | 3 | -0.3 | -16 | 0 | 4 | -2 | 7 | -2.0 | 3
Cc1ccc(-c2nc(NC(=O)CSc3cc(C)c4ccccc4n3)ns2)cc1 | -88 | 13 | -37 | 0.3 | 6 | 25 | -9 | -2 | -12 | -2.5 | -1
CC(NCC(=O)Nc1ccccc1C(=O)NC1CC1)c1cccc(C(F)(F)F)c1 (stereo not given) | -1 | 1 | 0 | 0.8 | 2 | 0 | 12 | 8 | 10 | -1.5 | 1
Cc1ccc(N/C=C2\C(=O)N(c3ccc(F)cc3F)C(c3cccnc3)S2(=O)=O)cc1 (stereo not given) | -4 | 11 | -2 | 0.2 | 6 | -3 | 1 | 15 | 7 | -0.6 | 6
CCCn1c(-c2ccc(F)cc2)cnc1SCC(=O)O | -4 | -2 | 3 | 0.2 | 0 | 6 | 3 | 0 | -3 | 1.9 | -2
O=C(NCCC1CCCCN1S(=O)(=O)c1ccc(F)cc1)C(=O)NCc1cccnc1 (stereo not given) | -18 | 23 | 24 | 0.2 | 0 | -4 | 6 | 0 | 5 | 0.2 | 5
Cc1ccc([N+](=O)[O-])cc1S(=O)(=O)Nc1ccc(C(=O)NCC2CCCO2)cc1 (stereo not given) | -6 | 1 | 29 | 0.3 | 2 | -11 | -5 | 7 | -6 | 1.1 | 2
NC(=O)C1CC(=O)N(c2ccc(OCC(=O)Nc3ccc(Cl)cc3)cc2)C1 (stereo not given) | 5 | 6 | -6 | 0.1 | -7 | 7 | -1 | 14 | nt | -0.5 | 3
CC(=O)Nc1c(O)nc(SCC(=O)Nc2nnc(SCc3ccccc3)s2)[nH]c1=O | -7 | -19 | -1 | -0.1 | -38 | -4 | 15 | -15 | 7 | 4.0 | 2
CN(N)c1nc(N2CCCC2)nc(N2CCCC2)n1 | 6 | 22 | -14 | 0.0 | 3 | 14 | 5 | -13 | -14 | 0.7 | 1
O=c1cc(/C=C/c2ccccc2)oc2ccccc12 | -20 | -304 | -8 | 0.2 | -89 | -14 | -282 | -60 | -32 | -0.4 | -5
O=C(CN1C(=O)CSCC1=O)Nc1ccc2c(c1)OCO2 | -23 | -13 | -8 | 0.2 | -13 | 9 | -5 | -19 | -23 | -3.7 | 2
CCC(C)NC(=O)N[C@@H](Cc1ccccc1)C(=O)O (stereo not given in full) | -13 | 11 | 13 | -0.2 | 3 | -85* | 2 | -2 | -3 | 4.5 | 3
CCCCNC(=O)C1(N2C(=O)c3ccccc3C2=O)CCCC1 | -15 | 1 | 8 | 0.1 | -1 | 4 | 1 | 4 | nt | -1.3 | nt
CC(C)c1ccc(C2c3[nH]c4ccccc4c3C[C@H]3C(=O)N(c4ccccc4C(=O)N4CCC(C(=O)O)CC4)C(=O)N23)cc1 (stereo not given in full) | 25 | 9 | 16 | -0.3 | -15 | -4 | -9 | -12 | 8 | -0.7 | -2
Cc1c([N+](=O)[O-])c([N+](=O)[O-])nn1CC(=O)NCCc1ccccc1 | -13 | 6 | 2 | 0.6 | -7 | 4 | 0 | 7 | 5 | 0.9 | 0
CC(C)CN(CC(C)C)c1nnc(N)s1 | 2 | 5 | -20 | -0.2 | -34 | 15 | -3 | -2 | 4 | 1.1 | -2
CCOC(=O)c1ccc2c(c1)nc(SCC(=O)NC(C)C)n2CC | 1 | 3 | -3 | 0.2 | -2 | 10 | -1 | 1 | 4 | -1.3 | -1
Cc1ccc(NC(=O)N2CCCC2C(=O)Nc2c(C)cc(C)cc2C)cc1 (stereo not given) | 0 | 2 | 13 | 0.1 | -30 | -1 | -1 | -17 | -11 | 0.3 | 6
COc1ccc(NC(=O)COC(=O)c2cccn2C)cc1S(=O)(=O)N1CCCCC1 | -16 | 8 | -5 | -0.1 | -24 | -8 | 21 | 15 | 4 | 5.0 | nt
Cc1cc(SC(C)C(=O)Nc2ncc(Cl)cc2Cl)nc2ccccc12 (stereo not given) | -8 | -41 | -14 | 0.4 | -4 | 1 | 0 | 16 | -16 | -2.0 | 1
N#Cc1ccccc1NC(=O)COC(=O)CCc1ccccc1 | -14 | 12 | 0 | -0.1 | -19 | -3 | 6 | 11 | 9 | 1.0 | 1
COc1ccccc1N1CCN(C2CCCN(Cc3ccc(Cl)cc3)C2)CC1 (stereo not given) | -10 | 12 | 1 | 0.0 | 14 | -7 | 8 | 16 | 20 | -0.4 | -2
O=S(=O)(NC1=NCCC1)c1ccc(F)cc1F | 0 | 12 | 10 | 0.1 | 12 | 1 | 8 | -17 | -4 | 4.5 | 2
C=CCCC(=O)N1C[C@H]2CON(C)[C@H]2C[C@H]1c1cccc(N2CCOCC2)c1 | 4 | 9 | 4 | -0.2 | 4 | 10 | -19 | -16 | nt | -1.5 | nt
CCO[C@H]1OC(C(=O)O)=C[C@@H](C)[C@@H]1CCCO | -8 | 6 | -15 | -0.3 | -18 | 20 | 4 | -7 | -3 | -1.3 | 2
COc1ccc(CC(=O)NNC(=O)c2cnccn2)cc1 | 6 | 15 | 9 | 0.2 | 6 | -1 | -5 | 1 | -1 | 3.9 | 4
CC(CNC1CCCCC1)OC(=O)c1ccccc1 (stereo not given) | -10 | -5 | -7 | -0.1 | -8 | -2 | 3 | 13 | 4 | 0.8 | 4
CCOC(=O)c1cc(-c2ccccc2)sc1NC(=S)Nc1cc(C)ccn1 | 4 | -28 | 25 | -0.2 | -24 | -35 | -51 | -2 | 0 | -0.2 | 2
CCOc1ccccc1NS(=O)(=O)c1c(C)[nH]c(C)c1C(=O)N1CCCCC1 | -8 | 17 | 3 | 0.4 | 11 | 2 | 8 | 18 | -1 | -0.4 | -6
CCCCCC(=O)NNC(=S)NC(C)=O | -6 | 19 | 0 | 0.2 | 0 | 3 | 0 | -17 | 7 | 0.0 | -1
CCOc1c(C)cc(S(=O)(=O)NCc2ccccn2)c(C)c1C | 7 | 11 | 4 | 0.1 | 3 | -5 | 19 | -6 | 17 | 0.3 | 2
O=C(COC(=O)c1ccc(S(=O)(=O)N2CCCC2)cc1)NCc1cccs1 | -17 | 12 | 0 | -0.4 | -16 | 8 | 6 | 7 | -1 | -0.2 | 3
O=C(O)CC(Cc1ccc(Br)cc1)C(=O)O (stereo not given) | 2 | 20 | 14 | 0.1 | -10 | 1 | 2 | -9 | -1 | -0.8 | 0
CSc1cccc(NC(=O)CSc2ncccc2C(=O)Oc2cccc([N+](=O)[O-])c2)c1 | 28 | -39 | 17 | 0.1 | -92 | -7 | -11 | -8 | -9 | -1.8 | -2
CN(C)c1cc(NC(=O)CNC(C)(C)CC(C)(C)C)c2ccccc2n1 | -15 | 6 | -6 | 3.9 | -16 | -8 | 18 | 8 | 1 | 2.2 | -2
Cc1cccc(NC(=O)CN(C)S(=O)(=O)c2cccc3nsnc23)c1C | -8 | 14 | 11 | 0.0 | 19 | 0 | 8 | -5 | 57 | -0.8 | 0
CCOc1ccc(Oc2ccc(S(=O)(=O)N3CCOCC3)cc2NC(=O)C2=COCCO2)cc1 | -8 | 13 | 7 | -0.2 | 2 | 0 | 22 | -4 | 9 | -0.4 | 2

Copied from the list:
`O=C(COC(=O)c1ccc(S(=O)(=O)N2CCCC2)cc1)NCc1cccs1` @ iPSC survival up: -0.2
`C=CCCC(=O)N1C[C@H]2CON(C)[C@H]2C[C@H]1c1cccc(N2CCOCC2)c1` @ aDG glyco act: -0.2

(list continues)
Structure | TWEAK-Fn14 inh | HIF-2a block | CF NFkB inh | aDG glyco act | NR2E3 ag-1 | KKLEB cytotox | Peg3 prom inh | Shn3 3UTR inh | MITF TRPM1 inh | iPSC survival up | NR2E3 ag-2
CCN(C(=O)COC(=O)c1cccc(S(=O)(=O)N(C)C)c1)c1c(N)n(Cc2ccccc2)c(=O)[nH]c1=O | 2 | 11 | 5 | -0.1 | -1 | 9 | -3 | -9 | -3 | 0.4 | nt
CC(=O)c1ccc(OCc2cc(C(=O)NC(C)Cc3ccccn3)no2)cc1 (stereo not given) | 7 | -19 | 6 | 0.0 | 7 | 3 | -4 | 3 | -2 | 0.1 | 1
CC(=O)Nc1ccc(S(=O)(=O)Nc2cccc(NC(=O)c3ccco3)c2)cc1 | -13 | 16 | 18 | -0.5 | 6 | -4 | 8 | -9 | 13 | -0.7 | -3
CCOc1ccccc1CNC(=O)CN1C(=O)CSc2ccc(S(=O)(=O)N3CCOCC3)cc21 | 27 | 6 | 13 | -0.4 | 9 | -18 | 17 | 0 | -36 | -0.5 | -1

Structural class: the compounds so far with a COOH group (6)
Structure | TWEAK-Fn14 inh | HIF-2a block | CF NFkB inh | aDG glyco act | NR2E3 ag-1 | KKLEB cytotox | Peg3 prom inh | Shn3 3UTR inh | MITF TRPM1 inh | iPSC survival up | NR2E3 ag-2
O=C(CSc1ncn[nH]1)Nc1ccccc1C(=O)O | 8 | 8 | 10 | 0.7 | -6 | 7 | 3 | -32 | -3 | -1.9 | -1
CCCn1c(-c2ccc(F)cc2)cnc1SCC(=O)O | -4 | -2 | 3 | 0.2 | 0 | 6 | 3 | 0 | -3 | 1.9 | -2
CCC(C)NC(=O)N[C@@H](Cc1ccccc1)C(=O)O (stereo not given in full) | -13 | 11 | 13 | -0.2 | 3 | -85* | 2 | -2 | -3 | 4.5 | 3
CC(C)c1ccc(C2c3[nH]c4ccccc4c3C[C@H]3C(=O)N(c4ccccc4C(=O)N4CCC(C(=O)O)CC4)C(=O)N23)cc1 (stereo not given in full) | 25 | 9 | 16 | -0.3 | -15 | -4 | -9 | -12 | 8 | -0.7 | -2
CCO[C@H]1OC(C(=O)O)=C[C@@H](C)[C@@H]1CCCO | -8 | 6 | -15 | -0.3 | -18 | 20 | 4 | -7 | -3 | -1.3 | 2
O=C(O)CC(Cc1ccc(Br)cc1)C(=O)O (stereo not given) | 2 | 20 | 14 | 0.1 | -10 | 1 | 2 | -9 | -1 | -0.8 | 0
